# PG9 Ab binder – binders of HIV-1 gp120 antibody PG9, primary screen, biochemical, TR-FRET. inhibition, % at 6.7 µM. actives 0.43% (n = 360,000). TR-FRET gp120-PG9 antibody binding. AID 624416, 2012. HIV-1 gp120 / PG9 antibody interaction; in the data active = inhibition above about 8.5%
# NPR2 activator – human GC-B receptor activators, primary screen, HEK293 GC-B cells, cGMP TR-FRET, EC30 CNP. 0% at EC30 CNP, 100% saturating CNP. activation, % at 10 µM. actives 0.11% (n = 370,000);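 active = activation at 10 µM reaching about 35% in either raw or pattern-adjusted values, limit read from the data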
# rCAG RNA binder – binders of r(CAG) RNA repeats, primary screen, biochemical, fluorescence | inhibition, % at 3 µM | AID 651821, 2012 | actives 1.3% (n = 370,000) | r(CAG) RNA repeat, TO-PRO-1 dye displacement fluorescence;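 active = inhibition above the plate cutoff, the mean of all test compounds on that plate plus 3 SD, cut at about 35% in these data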;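 also: 0% = DMSO alone and 100% = 100 µM mitoxantrone as full dye displacement; higher means more dye released from RNA so lower well fluorescence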
# Rev-erbA mod – modulators of Rev-erb alpha DNA binding, primary screen, biochemical, FITC-DNA, fluorescence polarization, uHTS; AID 1259318, 2017; Rev-erbα–FITC-DNA binding, 90 min; actives 0.79% (n = 370,000); activity, % at 10 µM;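 active = activity above about 14%, limit read from the data; passing the limit was not always enough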;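 also: 0% = DMSO wells with 35 nM protein and 100% = DMSO wells with 750 nM protein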
# ARFGAP1 inh – inhibitors of rat ARFGAP1 GAP activity, primary screen, biochemical, fluorescence polarization, GDP tracer; ADP-ribosylation factor GTPase-activating protein 1 (Rattus norvegicus), Q62848; Arfgap1-stimulated ARF1 GTP hydrolysis, GDP FP detection; inhibition, % at 16.5 µM; actives 0.26% (n = 360,000);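 active = inhibition above a per-plate limit, mean inhibition of low control wells plus 3 SD, cut at about 25% in these data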;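 also: 0% = DMSO wells with enzyme and 100% = wells lacking Arfgap1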
#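 System: truncated rat Arfgap1 GAP domain / Medium: HEPES-based buffer, pH 7.5 / Also added: N-terminally truncated human ARF1-GTP substrate / Incubation: enzyme reaction 120 min at 25 °C after 20 min preincubation / Measured by: FP of antibody-bound GDP Alexa 633 tracer, ex 620/em 688 nm / Replicates: singlicate, each compound tested once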
# ASAP1 GAP inh – inhibitors of human ASAP1 ArfGAP activity, primary screen, biochemical, fluorescence polarization. Arf-GAP with SH3 domain, ANK repeat and PH domain-containing protein 1 (Homo sapiens), …. ASAP1-stimulated ARF1 GTP hydrolysis, GDP FP detection. inhibition, % at 16.5 µM. actives 0.19% (n = 360,000). AID 624377, 2012; in the data active = inhibition above about 25%;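 also: 0% = vehicle with enzyme and substrate and 100% = no enzyme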
# SMARCA2 activ – SMARCA2 (BRM) function activators, primary screen, cell-based, luminescence, high throughput; actives 1% (n = 370,000); activation, % at 9.1 µM; AID 652017, 2013; MG213 cells, MMTV-luciferase reporter, dexamethasone, overnight; in the data active = activation above about 7.8%;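 also: 0% = vehicle wells and 100% = reference activator wells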
# NPR1 activator – GC-A stimulated cGMP production enhancers – HEK293 GC-A cells, cGMP TR-FRET, EC30 ANP, primary screen | Atrial natriuretic peptide receptor 1 (Homo sapiens), P16066 | activation, % at 10 µM | 0% at EC30 ANP, 100% saturating ANP | actives 0.14% (n = 370,000) | AID 1671463, 2021; in the data active = activation above about 40%
# Target sequence (P16066 whole entry, looked up): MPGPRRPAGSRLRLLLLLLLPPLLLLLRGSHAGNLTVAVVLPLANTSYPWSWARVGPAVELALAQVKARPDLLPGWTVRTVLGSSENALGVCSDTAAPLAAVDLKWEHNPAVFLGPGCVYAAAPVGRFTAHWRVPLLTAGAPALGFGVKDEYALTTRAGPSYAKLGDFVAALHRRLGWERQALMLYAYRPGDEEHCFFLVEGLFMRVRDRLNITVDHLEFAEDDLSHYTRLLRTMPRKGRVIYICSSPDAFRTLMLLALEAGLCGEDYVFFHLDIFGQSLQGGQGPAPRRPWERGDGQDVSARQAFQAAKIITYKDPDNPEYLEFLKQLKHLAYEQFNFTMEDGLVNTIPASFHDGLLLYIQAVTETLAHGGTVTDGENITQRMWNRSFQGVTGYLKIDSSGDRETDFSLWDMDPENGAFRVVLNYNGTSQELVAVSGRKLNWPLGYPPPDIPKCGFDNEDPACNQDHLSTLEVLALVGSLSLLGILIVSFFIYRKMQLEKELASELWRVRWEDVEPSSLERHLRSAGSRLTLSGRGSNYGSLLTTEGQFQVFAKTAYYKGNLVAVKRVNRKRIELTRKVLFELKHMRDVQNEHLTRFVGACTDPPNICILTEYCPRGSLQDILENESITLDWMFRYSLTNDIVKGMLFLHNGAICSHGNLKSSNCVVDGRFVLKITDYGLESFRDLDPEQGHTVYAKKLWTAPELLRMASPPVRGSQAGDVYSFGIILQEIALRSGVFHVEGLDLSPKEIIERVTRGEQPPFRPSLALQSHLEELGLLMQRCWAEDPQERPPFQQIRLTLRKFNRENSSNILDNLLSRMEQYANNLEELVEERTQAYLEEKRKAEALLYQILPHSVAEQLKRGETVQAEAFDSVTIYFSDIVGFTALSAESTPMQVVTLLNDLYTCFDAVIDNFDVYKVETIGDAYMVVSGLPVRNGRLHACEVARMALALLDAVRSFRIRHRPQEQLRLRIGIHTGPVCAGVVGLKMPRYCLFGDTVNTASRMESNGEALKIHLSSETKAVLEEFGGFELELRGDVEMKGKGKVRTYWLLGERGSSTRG
# HTRA1 inhibitor – HTRA1 serine protease inhibitors, primary screen, biochemical, fluorescence polarization, HTS. Q92743. recombinant HTRA1, FP-rhodamine activity-based probe. inhibition, % at 5.96 µM. actives 0.5% (n = 340,000). AID 504803, 2011; in the data active = inhibition above about 36%;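 also: 0% = enzyme with DMSO and 100% = wells lacking enzyme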
# ABHD4 inh – ABHD4 inhibitors, primary screen, biochemical, fluorescence polarization, mouse | inhibition, % at 8.92 µM | purified mABHD4, FP-Rh probe fluorescence polarization | (Lyso)-N-acylphosphatidylethanolamine lipase (Mus musculus), Q8VD66 | AID 720543, 2013 | actives 0.54% (n = 370,000);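 active = inhibition exceeding the mean over every tested compound plus 3 SD, cut at about 30% in these data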;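 also: 0% = plate median of compound wells and 100% = S159A mutant with DMSO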
#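 Assay system: wild-type mouse ABHD4 protein; compound: single nominal dose of 8.92 µM, 0.89% DMSO final; schedule: 45 min + 60 min at 25 °C; measured by: FP readout, ex 525 nm / em 598 nm; evaluation: % inhibition of FP-Rh probe binding versus controls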
# Numbers without * were called inactive; . = no result given.
# Each structure is followed by: ABHD4 inh	SMARCA2 activ	rCAG RNA binder	ASAP1 GAP inh	PG9 Ab binder	NPR2 activator	HTRA1 inhibitor	Rev-erbA mod	NPR1 activator	ARFGAP1 inh
1. CNCC(O)Cn1c2c(c3ccccc31)CCCC2 (stereo unspecified)
  4.5	-0.1	1.8	1.1	-0.9	0.1	0.8	-3.2	0.3	9.2
2. CC(C)c1nc(N2CCN(C(=O)c3ccco3)CC2)c(C#N)c2c1COC(C)(C)C2
  5.0	2.4	-6.9	-5.0	-1.4	3.0	-11.4	0.2	0.5	-8.2
3. COc1ccc(NC(=O)c2sc3nc(N4CCCC4)c4c(c3c2N)CC(C)(C)OC4)c(OC)c1
  10.8	-0.4	14.7	0.1	1.3	0.7	4.3	53.3*	6.9	-3.1
4. CC(C)CCn1c(SCC(N)=O)nc2c1c(=O)n(C)c(=O)n2C
  -0.5	-0.3	2.2	4.4	-3.2	0.7	-5.4	-1.3	-1.2	7.3
5. COc1cccc(OC)c1C(=O)Nc1nnc(-c2cccs2)s1
  -10.3	-2.5	2.1	-1.4	-0.3	2.6	3.6	-0.3	1.7	-14.7
6. Nc1nc(NCCCN2CCOCC2)nc(Nc2ccccc2)c1[N+](=O)[O-]
  -4.2	-2.4	0.2	9.8	0.4	2.2	-7.2	5.3	7.0	-2.3
7. COCCNC(=S)N(C)[C@H]1C[C@H]2c3[nH]c4cccc(-c5ccccc5)c4c3CCN2C(=O)[C@H]1[C@H](C)O
  -9.8	-3.2	5.2	5.9	1.3	3.6	.	-1.1	-0.9	11.8
8. N#C/C(=C\c1c(Oc2ccccc2F)nc2ccccn2c1=O)C(=O)NC1CCS(=O)(=O)C1 (stereo unspecified)
  3.4	-0.1	2.5	15.2	0.2	-2.7	1.1	-2.7	2.0	-4.1
9. COc1cc(Cl)c(C)cc1NC(=O)CSc1nc2ccccc2o1
  -3.3	-0.6	0.3	-4.2	-0.8	-11.2	-12.9	1.6	-5.4	1.7
10. CC(C)NCCOCCSc1ccc(Cl)cc1
  3.9	-2.5	-1.6	4.2	0.4	4.1	-1.5	-3.1	0.4	4.0
11. CCOCCn1c(SCC)nc2c1c(=O)[nH]c(=O)n2C
  -3.8	-0.2	-2.9	-0.1	-1.7	-7.4	-0.1	-1.0	2.5	-0.9
12. O=C(/C=C/Nc1ccc(F)cc1)c1cccs1
  4.3	8.8*	2.8	5.7	0.1	-0.9	-9.0	8.5	0.9	-4.5
13. CCNc1c([N+](=O)[O-])c(=O)n(CC)c2ccccc12
  -2.5	-1.9	3.4	5.1	0.5	6.6	.	1.2	2.8	-0.4
14. O=C(CSc1ccc2nnc(-c3cccnc3)n2n1)Nc1ccc(F)cc1
  5.7	6.1	0.9	0.3	-1.6	-4.8	-0.5	-4.7	1.2	3.4
15. CC(C)(C)OC(=O)CN1C(=O)NC(Cc2c[nH]c3ccccc23)C1=O (stereo unspecified)
  6.0	-2.1	-2.0	2.9	-1.1	3.4	-1.6	0.5	1.2	3.4
16. CCCS(=O)(=O)NC(=O)C1(C)CCN(C(=O)c2cc(C(C)(C)C)nn2C)C1 (stereo unspecified)
  3.3	-2.6	3.1	-11.1	0.1	1.4	.	-5.5	1.6	-3.7
17. COc1cccc(C2NC(c3cccc(OC)c3O)C(C)C(=O)C2C)c1O (stereo unspecified)
  -4.7	3.2	-3.6	13.9	-2.2	4.8	-1.2	3.1	-1.4	-0.5
18. COC(=O)C1=C(C(=O)OC)[C@]2([C@H]3CC=CCN[C@@H](Cc4ccccc4)C(=O)N3Cc3ccccc3)C=C[C@H]1O2
  -11.4	-0.7	3.7	-0.6	-2.0	1.7	-21.8	-2.9	-2.2	0.5
19. CC(NC(=S)NC(=O)c1ccccc1)c1ccccc1 (stereo unspecified)
  -7.9	-2.6	0.1	0.7	-0.7	-0.3	-7.9	1.2	-0.1	-15.2
20. O=C(CN1CCCC(O)C1)N1c2ccccc2Sc2ccc(C(F)(F)F)cc21 (stereo unspecified)
  -6.0	0.1	2.8	13.6	1.6	-14.6	-5.3	-1.7	-13.6	16.1

# Ordered by count of non-hydrogen atoms (lowest first): part of the list above
# Each structure is followed by: ABHD4 inh	SMARCA2 activ	rCAG RNA binder	ASAP1 GAP inh	PG9 Ab binder	NPR2 activator	HTRA1 inhibitor	Rev-erbA mod	NPR1 activator	ARFGAP1 inh
1. CNCC(O)Cn1c2c(c3ccccc31)CCCC2 (stereo unspecified)
  4.5	-0.1	1.8	1.1	-0.9	0.1	0.8	-3.2	0.3	9.2
11. CCOCCn1c(SCC)nc2c1c(=O)[nH]c(=O)n2C
  -3.8	-0.2	-2.9	-0.1	-1.7	-7.4	-0.1	-1.0	2.5	-0.9
9. COc1cc(Cl)c(C)cc1NC(=O)CSc1nc2ccccc2o1
  -3.3	-0.6	0.3	-4.2	-0.8	-11.2	-12.9	1.6	-5.4	1.7
18. COC(=O)C1=C(C(=O)OC)[C@]2([C@H]3CC=CCN[C@@H](Cc4ccccc4)C(=O)N3Cc3ccccc3)C=C[C@H]1O2
  -11.4	-0.7	3.7	-0.6	-2.0	1.7	-21.8	-2.9	-2.2	0.5

# (next part)
# Each structure is followed by: ABHD4 inh	SMARCA2 activ	rCAG RNA binder	ASAP1 GAP inh	PG9 Ab binder	NPR2 activator	HTRA1 inhibitor	Rev-erbA mod	NPR1 activator	ARFGAP1 inh
21. CCC(=O)N1CCC1(C)C(=O)Nc1ccccc1 (stereo unspecified)
  1.5	-2.1	1.7	-3.5	-0.4	-1.6	.	-7.5	-1.5	-13.0
22. CN(CCC#N)C(=O)COC(=O)c1ccccc1OCc1ccccc1Cl
  -8.3	-0.8	-4.2	-4.9	-1.9	2.0	0.2	-0.9	-0.9	-12.8
23. CCOC(=O)C1CCN(S(=O)(=O)c2ccc(C)cc2)CC1
  2.6	-2.3	-5.2	13.6	0.4	2.0	-13.8	2.5	2.0	7.1
24. CCOC(=O)CN1C(=O)CN(c2ccc(C)cc2)C1=O
  3.3	2.1	-3.6	4.8	0.5	2.4	6.9	0.0	-4.2	0.4
25. COc1ccc(N2CCN(C(=O)CN(C)S(=O)(=O)c3cnc[nH]3)CC2)cc1
  0.2	10.1*	1.3	-8.5	-1.6	-1.0	-1.2	-2.2	0.5	-3.7
26. CCOc1ccc(NC(=O)CN(c2ccc(OC)cc2)S(=O)(=O)c2cccs2)cc1
  3.9	0.1	1.7	-1.1	-1.4	7.2	7.7	1.5	0.5	7.8
27. CNC(=O)C[C@H]1C(=O)N(C2CCCCC2)C[C@@H]1C
  3.0	0.7	0.7	10.4	0.5	8.5	5.5	1.8	4.9	-11.8
28. COc1ccc(-c2ccc(C#N)c(SCC(=O)Nc3sc4c(c3C#N)CCC4)n2)cc1
  -0.2	-1.1	12.8	6.8	0.0	-0.7	-5.8	33.9*	-7.2	13.1
29. O=C(N/N=C/C(Br)=C/c1ccccc1)c1ccccc1F
  1.2	12.9*	0.1	0.1	-2.8	-5.6	-13.3	1.4	-4.6	3.9
30. COc1ccc(N2CC(C(=O)Nc3c(C(N)=O)oc4ccccc34)CC2=O)cc1 (stereo unspecified)
  1.9	-1.4	-1.1	-1.8	0.3	-6.2	1.0	-4.0	-6.2	-0.3
31. COc1ccccc1NS(=O)(=O)NC(=O)c1cn(C)c2ccccc12
  -11.0	1.7	0.1	2.0	-1.4	-0.8	4.1	6.8	2.1	0.2
32. O=C1N/C(=N/N=C/c2ccco2)SC1Cc1ccccc1 (stereo unspecified)
  7.9	-1.3	7.3	-10.0	-1.9	2.4	3.8	-3.6	-1.9	2.4
33. CCOC(=O)C1=C(NC(=S)NC(=O)c2ccccc2)c2ccccc2CC1(C)C
  -10.4	-0.1	-3.8	3.7	2.4	1.7	-37.5	0.9	-2.8	12.3
34. CCCCCCc1c(O)nc(SCC(=O)O)[nH]c1=O
  1.4	-3.6	1.8	-13.6	-0.7	-1.5	3.0	-7.5	3.0	0.5
35. CCOC(=O)Cn1nc(-c2ccccc2)c2cnc3ccc(C)cc3c21
  -4.4	-1.8	1.5	2.6	1.6	10.8	-9.5	-0.6	10.5	7.9
36. O=C(NCCCN1CCOCC1)c1cc(S(=O)(=O)N2CCN(c3ccccc3)CC2)ccc1Cl
  2.7	-0.9	-7.3	-3.4	-0.8	1.0	4.1	1.2	2.6	-2.5
37. COc1ccccc1-c1cc(C(=O)N/N=C/C=C/c2ccccc2[N+](=O)[O-])c2ccccc2n1
  -3.9	-2.4	19.9	4.5	-1.9	2.1	-2.2	-0.6	0.3	12.6
38. C=CC[C@@H](CC(=O)N[C@@H](CO)Cc1ccccc1)C(=O)N[C@@H](COC(=O)[C@H](CC=C)CC(=O)OC(C)(C)C)Cc1c[nH]c2ccccc12
  -11.5	-0.5	-0.6	5.6	-0.9	-7.3	-13.0	2.0	-9.6	-2.5
39. COc1ccc(CNC(=O)COc2cc(O)c3c(c2)OC(C)(C)CC3=O)c(OC)c1
  -1.8	-4.3	-5.3	1.7	0.3	-11.5	-12.5	-3.9	-1.0	3.4
40. O=C1CN(c2cc(Cl)cc(Cl)c2)C(=O)CN1/N=C/c1cccnc1
  2.0	-0.2	-0.7	-2.5	-1.6	-8.1	-2.1	0.6	-3.4	16.5
41. CCOc1ccc2c(c1)OC(c1ccc(OC)cc1)(C(F)(F)F)NC2=O (stereo unspecified)
  -4.8	-0.5	-8.5	0.2	-0.3	2.3	-16.0	-1.0	-3.0	-2.0
42. CC(C)CN1C(=O)C[C@]2(C(=O)N(C)c3ccc(NS(=O)(=O)c4ccc(F)cc4)cc32)C1c1ccccc1 (stereo partly specified)
  1.1	-2.7	2.5	.	.	3.1	.	-4.4	2.2	.
43. CC(C)OC(=O)c1ccc(COc2ccc3ccc(=O)oc3c2)o1
  -4.1	1.4	-0.5	10.6	-0.6	0.6	-5.1	10.2	1.4	-6.0
44. Cc1cc(C)cc(C(=O)NC(CC(N)=O)c2ccc(N3CCC(Cc4ccccc4)CC3)c([N+](=O)[O-])c2)c1 (stereo unspecified)
  -8.0	1.4	12.0	-5.8	-0.9	2.6	-14.0	2.5	-0.1	6.2
45. C[C@H](CO)N1C[C@H](C)[C@@H](CN(C)S(=O)(=O)c2ccc(Cl)cc2)Oc2ccc(NS(=O)(=O)c3ccccc3)cc2CC1=O
  -16.7	-1.8	14.8	-8.6	0.1	0.1	-10.6	0.1	1.5	5.3
46. CSc1ncc(CN2CCCCC2C(=O)Nc2ccc(Oc3ccccc3)nc2)cn1 (stereo unspecified)
  -12.5	-1.5	-0.7	-1.4	-1.3	3.9	-1.7	7.8	-0.8	3.2
47. O=C(COc1ccccc1)NNC(=S)NC(=O)c1ccccc1
  -4.4	-2.0	0.1	8.4	-0.3	2.4	2.9	1.4	2.9	1.8

# Screening data: PubChem, several laboratories
